Source: PubChem (several laboratories)
Siah-1 displacement: Siah-1 peptide-binding antagonists, primary screen, biochemical, fluorescence polarization, rhodamine-plectin, uHTS (AID 1817). Siah-1 / rhodamine-plectin peptide fluorescence polarization; higher % means a stronger effect. displacement, % at 20 µM; hits with a dose series show IC50 in µM. 0.02% of 290,000 active;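 active = displacement of at least 50% at 20 µM, with a fluorescence ratio check between 0.3 and a set limit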;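 note: plate controls were Siah plus tracer with DMSO for no effect and tracer alone without Siah for full effect; strong numbers were not always called active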
NOD1 NF-kB reporter: NOD1 signaling inhibitors, primary screen, cell-based, luminescence, uHTS (AID 1578) | NOD1-driven NF-kB luciferase reporter cells, luminescence; higher % means a stronger effect | 1% of 290,000 active | one-dose inhibition, % at 4 µM; EC50 in µM for titrated hits; in the data active = inhibition mostly above about 36%, no sharp cut-off; inactive = mostly below about 34%;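 note: HEK-293T reporter cells stimulated with the NOD1 agonist gamma-tri-DAP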
NOD2 inhibition: NOD2 signaling inhibitors, cell-based, luminescence, uHTS, HEK293 (AID 1566); one-dose inhibition, % at 4 µM; EC50 in µM for titrated hits; 0.63% of 290,000 active; HEK293 NOD2/NF-kB luciferase reporter, luminescence; higher % means a stronger effect; note: many of its hits are not listed in these tables
LYP phosphatase: inhibitors of LYP phosphatase, biochemical, fluorescence intensity, uHTS (AID 1779); recombinant LYP phosphatase, fluorescence intensity; higher % means a stronger effect; inhibition, % at 11.5 µM; hits with a dose series show IC50 in µM; 0.054% of 290,000 active;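 note: plate controls were vehicle with enzyme for no effect and no enzyme for full effect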
KOR beta-arrestin-1: KOR agonists, beta-arrestin recruitment, primary screen, cell-based, luminescence, uHTS (AID 1777). Kappa-type opioid receptor (Homo sapiens). activation, % at 10 µM, or EC50 in µM where a hit was titrated. 0.02% of 280,000 active. KOR beta-arrestin recruitment, luminescence; higher % means a stronger effect; in the data active = activation above about 50%, passing the limit was not always enough; note: a part of the inactive calls stands beside numbers as strong as those of hits
HIV peptide binding: inhibitors of HIV fusion peptide binding, primary screen, biochemical, uHTS, fluorescence dequenching (AID 1986); cell-free peptide binding, fluorescence dequenching, 30 min; higher % means a stronger effect; inhibition, % at 20 µM, or IC50 in µM where a hit was titrated; 0.3% of 290,000 active; in the data active = inhibition mostly above about 52%, no sharp cut-off; inactive = mostly below about 76%; note: some results filed as inactive read as strong as hits
KOR beta-arrestin-2: KOR antagonists, beta-arrestin recruitment, cell-based, luminescence, uHTS (AID 1778); Kappa-type opioid receptor (Homo sapiens); KOR beta-arrestin recruitment, luminescence, antagonist mode; higher % means a stronger effect; one-dose inhibition, % at 10 µM; IC50 in µM for titrated hits; 0.091% of 290,000 active; note: strong numbers were not always called active
Myeloid diff 2: induction of myeloid progenitor differentiation, primary screen, cell-based, flow cytometry, MLPCN library | ER-HoxA9 myeloid progenitors, lysozyme-GFP differentiation | calls only at 10 µM | 1% of 360,000 active;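 active = normalized GFP-positive differentiation at or above the plate's own cutoff, the solvent-only control mean plus 3 SD; inconclusive = no clear call, values can overlap the other calls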;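 note: cells exposed to compound for four days before flow analysis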
Salmonella PhoP GFP: inhibitors of PhoP regulon expression, primary screen, Salmonella Typhimurium, GFP reporter (AID 1863); 0.16% of 300,000 active; inhibition, % at 50 µM; hits with a dose series show IC50 in µM; S. Typhimurium PhoP-regulated promoter GFP reporter, 4 h; higher % means a stronger effect;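 active = inhibition over 29.93%, a cutoff 3 SD above the screen mean, later confirmed by dose response; inconclusive = inhibition over 29.93% but no dose response follow-up; inactive = inhibition at most 29.93% or unconfirmed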;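 note: 0% = low Mg2+ inducing control and 100% = high Mg2+ repressing control; strong numbers were not always called active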
Myeloid diff 2 GFP+ MAC1+ %: second read-out of Myeloid diff 2, no call of its own (marks repeat the call); GFP+ MAC1+ double positive, %; measured here: differentiation confirmed by MAC1 staining
* hit, by the source's call; i = inactive; ? = inconclusive; . = no result given; [ ] = another dose, or the depositor's remark. Cut-off read from the data, not from the text of the source, unless noted: active = inhibition above about 50%; inactive = the rest. The list is partial. The share of hits here may be higher or lower than overall.

SMILES	Siah-1 displacement	NOD1 NF-kB reporter	NOD2 inhibition	LYP phosphatase	KOR beta-arrestin-1	HIV peptide binding	KOR beta-arrestin-2	Myeloid diff 2	Myeloid diff 2 GFP+ MAC1+ %	Salmonella PhoP GFP
CC(C(=O)N1CCN(Cc2ccccc2)CC1)c1ccc([N+](=O)[O-])cc1 (stereo not given)	17%	-4%	9%	-8%	-0.2%	-0.9%	12%	i	0.3	-4%
O=C(NCCc1ccccc1)c1coc(=O)c(Br)c1	2%	-5%	23%	-4%	-4.1%	-1.5%	6%	i	1.4	0%
COc1cc(CN2CCN(Cc3ccc(C)cc3)CC2)c([N+](=O)[O-])cc1OC	3%	-7%	1%	0%	-4.3%	-1.1%	9%	i	0.6	-11%
O=C(c1cccc(C(F)(F)F)c1)N1CCC(O)(CS(=O)(=O)Cc2ccccc2Cl)CC1	3%	-6%	6%	3%	0.9%	-1.4%	-15%	i	2.7	12%
CSCCC(NS(=O)(=O)c1ccccc1F)C(=O)N1CCCCCC1 (stereo not given)	-2%	-6%	-9%	-5%	3.1%	-1.2%	-20%	i	0.7	4%
COc1ccccc1/C=C/C(=O)NC1CC2CCC1C2 (stereo not given)	0%	16%	9%	-7%	-1.1%	-0.1%	-22%[20 µM]	i	0.3	4%
Cc1nc(NC(=O)c2ccccc2)sc1-c1csc(NCc2ccccc2)n1	-2%	2%	-23%	2%	-1.0%	4.0%	-5%	i	0.9	-3%
CCCCn1c(=O)[nH]c(=O)c2c1nc(-c1ccc3ccccc3c1)n2CC	9%	-3%	13%	-9%	0.8%	0.3%	2%	i	0.8	4%
Cc1ccccc1NC(=O)C12CC3CCC1(C)C3(C)CO2 (stereo not given)	0%	2%	10%	-7%	4.3%	0.8%	-23%	i	0.1	1%
CCCCCC(C)NC(=S)NC(=O)c1cc(S(=O)(=O)N2CCOCC2)ccc1C (stereo not given)	6%	10%	10%	9%	1.0%	-1.0%	-33%	i	0.4	12%
O=C(COC(=O)[C@H](Cc1ccccc1)NC(=O)c1ccco1)NC(c1ccccc1)c1ccccc1	-2%	-5%	2%	-2%	-2.3%	-2.6%	-22%	i	0.9	-11%
COc1cc(C2C3=C(CCCC3=O)Nc3[nH]n(-c4ccccc4)c(=O)c32)ccc1OC(C)=O (stereo not given)	-2%	-34%	29%	4%	-1.1%	3.2%	14%	i	0.2	0%

Some of these compounds in order of formula weight, low to high:
SMILES	Siah-1 displacement	NOD1 NF-kB reporter	NOD2 inhibition	LYP phosphatase	KOR beta-arrestin-1	HIV peptide binding	KOR beta-arrestin-2	Myeloid diff 2	Myeloid diff 2 GFP+ MAC1+ %	Salmonella PhoP GFP
COc1ccccc1/C=C/C(=O)NC1CC2CCC1C2 (stereo not given)	0%	16%	9%	-7%	-1.1%	-0.1%	-22%[20 µM]	i	0.3	4%
O=C(NCCc1ccccc1)c1coc(=O)c(Br)c1	2%	-5%	23%	-4%	-4.1%	-1.5%	6%	i	1.4	0%
CC(C(=O)N1CCN(Cc2ccccc2)CC1)c1ccc([N+](=O)[O-])cc1 (stereo not given)	17%	-4%	9%	-8%	-0.2%	-0.9%	12%	i	0.3	-4%
CCCCn1c(=O)[nH]c(=O)c2c1nc(-c1ccc3ccccc3c1)n2CC	9%	-3%	13%	-9%	0.8%	0.3%	2%	i	0.8	4%
COc1cc(CN2CCN(Cc3ccc(C)cc3)CC2)c([N+](=O)[O-])cc1OC	3%	-7%	1%	0%	-4.3%	-1.1%	9%	i	0.6	-11%
CSCCC(NS(=O)(=O)c1ccccc1F)C(=O)N1CCCCCC1 (stereo not given)	-2%	-6%	-9%	-5%	3.1%	-1.2%	-20%	i	0.7	4%
CCCCCC(C)NC(=S)NC(=O)c1cc(S(=O)(=O)N2CCOCC2)ccc1C (stereo not given)	6%	10%	10%	9%	1.0%	-1.0%	-33%	i	0.4	12%
COc1cc(C2C3=C(CCCC3=O)Nc3[nH]n(-c4ccccc4)c(=O)c32)ccc1OC(C)=O (stereo not given)	-2%	-34%	29%	4%	-1.1%	3.2%	14%	i	0.2	0%
O=C(c1cccc(C(F)(F)F)c1)N1CCC(O)(CS(=O)(=O)Cc2ccccc2Cl)CC1	3%	-6%	6%	3%	0.9%	-1.4%	-15%	i	2.7	12%
O=C(COC(=O)[C@H](Cc1ccccc1)NC(=O)c1ccco1)NC(c1ccccc1)c1ccccc1	-2%	-5%	2%	-2%	-2.3%	-2.6%	-22%	i	0.9	-11%

Going on with the list:
SMILES	Siah-1 displacement	NOD1 NF-kB reporter	NOD2 inhibition	LYP phosphatase	KOR beta-arrestin-1	HIV peptide binding	KOR beta-arrestin-2	Myeloid diff 2	Myeloid diff 2 GFP+ MAC1+ %	Salmonella PhoP GFP
COc1ccccc1C(=O)Nc1ccc(S(=O)(=O)N2CCCC2)cc1	-1%	2%	13%	-2%	-5.9%	-1.9%	24%	i	0.8	11%
CC1(C)CC2CC(C)(CN2C(=O)c2cc(-c3ccccc3)on2)C1 (stereo not given)	1%	-4%	-18%	5%	0.8%	1.8%	13%	i	1.7	3%
O=C(CSc1ccc2nnc(-c3ccncc3)n2n1)N1CCc2ccccc21	7%	-16%	17%	-2%	-1.0%	-1.4%	25%	.	.	.
CCCCc1cc(C(=O)Cc2ccccn2)c(O)cc1O	9%	-10%	4%	-2%	-4.3%	-2.0%	-2%	i	1.1	5%
COc1ccc(C2C(C(=O)O)CC(=O)N2C2CCCCC2)cc1 (stereo not given)	0%	-19%	-1%	4%	3.6%	1.4%	22%	i	1.0	-3%
CCC(=O)N(Cc1cc2cc(C)c(C)cc2[nH]c1=O)C1CCCCC1	1%	-23%	-2%	3%	-3.6%	-0.8%	-25%	i	0.7	1%
COC(=O)c1ccc2nc(NC(=O)C(C)(C)C)sc2c1	-6%	36%	-3%	-2%	-2.9%	-1.8%	-9%	i	0.4	5%
C/C(=N\NC(=O)c1ccccc1O)c1cccs1	-2%	70%*	31%	0%	-3.1%	2.6%	11%	i	0.2	-6%
CC(C)CC(=O)NCCNC(=O)c1cc(OCC(F)(F)F)ccc1OCC(F)(F)F	3%	6%	5%	-4%	-1.0%	-1.6%	-37%	i	0.5	3%
COC(=O)C1CSC(c2ccc(Cl)cc2)N1C(=O)c1ccccc1 (stereo not given)	4%	14%	33%	-8%	-1.9%	-0.4%	-41%[20 µM]	i	0.1	0%
COc1ccc(OCc2nnc(SCC(=O)Nc3cccc(Cl)c3)o2)cc1	-2%	1%	17%	-2%	0.8%	1.1%	8%	i	0.1	5%
O=C(CSCc1ccc(Cl)cc1)N1CCOCC1	1%	4%	-7%	-8%	7.7%	3.1%	-18%	i	0.4	0%
O=c1nc(-c2ccccc2)nc(-c2ccccc2)[nH]1	6%	-4%	13%	-6%	2.4%	0.6%	-6%	i	0.6	-10%
Cn1c(=O)n(CC(=O)NCC2CCCO2)c(=O)c2c3c(sc21)CCCC3 (stereo not given)	5%	-23%	4%	-6%	-0.3%	0.4%	7%	i	5.1	4%
C/C(=N\Nc1nc(C)cc(-c2ccccc2)n1)c1ccc(F)cc1	6%	-42%	-10%	-5%	-3.0%	-1.4%	-23%[20 µM]	i	0.6	4%
COc1ccc(C(=O)NC2CC2)cc1OC1CCN(Cc2ccccc2)CC1	-7%	-9%	11%	-5%	1.9%	0.7%	-22%	i	0.7	-3%
O=C(Cn1ccccc1=O)NCc1ccc(F)cc1	0%	-47%	1%	-6%	0.0%	0.5%	-61%	i	0.7	0%
CN(CCNC(=O)C1CCN(S(=O)(=O)N2CCOCC2)CC1)CCc1ccccc1	-4%	4%	1%	-4%	0.3%	0.3%	35%	.	.	7%
CCn1c(CNC(=O)c2ccccc2F)nnc1SCCOc1ccccc1	-6%	-17%	18%	-3%	-0.6%	-0.1%	14%	i	0.1	-1%
O=C(Nc1nc2cc3c(cc2s1)OCO3)C1=COCCO1	-6%	0%	13%	-6%	0.8%	1.1%	16%	i	2.0	36%
Cc1ccc2nc(C(=O)N3CCCC(Nc4ccc(F)cc4)C3)cn2c1 (stereo not given)	3%	-38%	-9%	-5%	-4.7%	-0.9%	-3%	i	0.4	10%
N#CCCN(C(=O)c1cc2c(s1)-c1ccccc1S(=O)(=O)C2)c1ccccc1	2%	-11%	15%	-3%	2.0%	-0.8%	-34%	?	.	-2%
CCCCC1CCC(c2nc(-c3cccnc3)no2)CC1 (stereo not given)	-3%	-3%	1%	-1%	-4.7%	6.5%	-29%	i	1.4	0%
O=C(NCCN1CCOCC1)c1cc2c(=O)n3ccccc3nc2n1Cc1ccccc1	0%	3%	12%	-28%	0.3%	1.9%	23%	i	1.0	3%

Profiles, looked up by structure:
`COc1ccc(C(=O)NC2CC2)cc1OC1CCN(Cc2ccccc2)CC1` in the list: Siah-1 displacement = -7%; NOD1 NF-kB reporter = -9%; NOD2 inhibition = 11%; LYP phosphatase = -5%; KOR beta-arrestin-1 = 1.9%; HIV peptide binding = 0.7%; KOR beta-arrestin-2 = -22%; Myeloid diff 2 = i; Myeloid diff 2 GFP+ MAC1+ % = 0.7; Salmonella PhoP GFP = -3%
`O=C(Cn1ccccc1=O)NCc1ccc(F)cc1` in the list: Siah-1 displacement = 0%; NOD1 NF-kB reporter = -47%; NOD2 inhibition = 1%; LYP phosphatase = -6%; KOR beta-arrestin-1 = 0.0%; HIV peptide binding = 0.5%; KOR beta-arrestin-2 = -61%; Myeloid diff 2 = i; Myeloid diff 2 GFP+ MAC1+ % = 0.7; Salmonella PhoP GFP = 0%

More entries:
SMILES	Siah-1 displacement	NOD1 NF-kB reporter	NOD2 inhibition	LYP phosphatase	KOR beta-arrestin-1	HIV peptide binding	KOR beta-arrestin-2	Myeloid diff 2	Myeloid diff 2 GFP+ MAC1+ %	Salmonella PhoP GFP
C/C(CC(=O)Nc1cc(Cl)ccc1Cl)=N\NC(N)=S	-1%	-25%	21%	-13%	1.8%	0.2%	18%	i	1.1	20%
C=CCOC(=O)C1=C(C)NC(=O)NC1c1ccc(Cl)cc1 (stereo not given)	-1%	9%	6%	-5%	0.7%	1.6%	-32%	i	3.3	7%
Cc1cnc(C(=O)Nc2cccc3cccnc23)cn1	2%	65%	-25%	-1%	11%	5.1%	3%	?	.	-4%
COc1ccc(C(=O)NNC(=O)CSc2nc(C(C)C)nc3ccccc23)cc1	5%	14%	4%	-3%	-2.6%	1.5%	-4%	i	9.0	2%
CCCCCC(=O)NC(=S)Nc1ccc(N2CCOCC2)cc1	-4%	-26%	-8%	13%	2.2%	0.6%	.	i	0.1	28%
O=C1CC(N2CCN(c3ccccc3Cl)CC2)C(=O)N1c1cccc(F)c1 (stereo not given)	3%	-20%	-3%	2%	-3.1%	-0.1%	10%	i	0.2	0%
CN(C)S(=O)(=O)c1cccc(NC(=O)C(c2ccccc2)c2ccccc2)c1	-6%	18%	21%	-10%	-4.2%	2.4%	8%	i	2.6	2%
Cc1ccc(NC2=CC(=O)CC(c3ccc(Cl)cc3)C2)cc1 (stereo not given)	17%	-10%	1%	-8%	4.9%	-0.5%	-42%	i	0.7	3%
